Screening data (PubChem BioAssay)
HCV core dimer – blocks dimerization of HCV core protein; TR-FRET GST/Flag-core106 dimerization, 1536-well; inhibition, % at 5 µM; 300,000 tested, 0.33% active; AID 1899;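 active = inhibition above the mean of all tested compounds plus 3 SD, set per screening campaign, cut at about 45% in these data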
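Assay system: Tagged HCV core106 pair (GST and Flag) | Buffer or medium: KF-containing HEPES buffer, pH 7.45, DTT, CHAPS, BSA | Also added: Eu donor and XL665 acceptor anti-tag antibodies | Dosing: One concentration, 5 µM, in 0.5% DMSO | Timing: 4 h at 22.5 °C | Technique: TR-FRET 671 and 617 nm emission | Repeats: Singlicate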
PP1 counter – counter-screen for PP5 inhibitors: inhibitors of human PP1-alpha; P62136; purified PP1alpha, OMFP fluorescence; inhibition, % at 6.7 µM; 320,000 tested, 0.9% active; AID 2235;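 active = inhibition above the mean inhibition of all tested compounds plus 3 SD, computed separately for each screening campaign, cut at about 15% in these data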
Target sequence (P62136 whole entry, looked up): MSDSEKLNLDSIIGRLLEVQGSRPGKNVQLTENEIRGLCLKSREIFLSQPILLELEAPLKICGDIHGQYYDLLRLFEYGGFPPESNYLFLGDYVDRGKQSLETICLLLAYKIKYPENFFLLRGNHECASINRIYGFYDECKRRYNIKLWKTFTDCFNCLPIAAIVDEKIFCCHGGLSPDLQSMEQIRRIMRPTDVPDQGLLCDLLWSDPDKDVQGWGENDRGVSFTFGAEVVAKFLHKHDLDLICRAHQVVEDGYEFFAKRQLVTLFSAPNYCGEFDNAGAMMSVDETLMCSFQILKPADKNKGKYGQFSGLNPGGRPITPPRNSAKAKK
TPT1 inhibitor – inhibitors of Candida albicans tRNA 2'-phosphotransferase TPT1. recombinant caTPT1, FP RNA substrate dephosphorylation. inhibition, % at 5 µM. 300,000 tested, 0.81% active. AID 1962;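 active = inhibition above the mean of all tested compounds plus 3 SD, set per screening campaign, cut at about 24% in these data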;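 note: plate controls were DMSO alone for no effect and ferristatin control at 100 nM for full effect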
proCasp7 act – activates human procaspase-7, counter-screen for procaspase-3 activators; recombinant procaspase-7, Ac-DEVD-pNA absorbance 405 nm; D23A/D198A/D206A triple mutant, cannot self-cleave; scale: DMSO 0, 5 µM enzyme 100; activation, % at 8.5 µM; 330,000 tested, 0.093% active;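 active = percent activation above the screen-wide mean plus 3 SD, cut at about 25% in these data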
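buffer or medium = Zinc-free HEPES/NaCl buffer, pH 7.4 | material = Procaspase-7 triple mutant (PC-7 D3A) | input = 2 µM procaspase-7 mutant as dispensed | signal = Epi-absorbance of released pNA at 405 nm, two timepoints | timing = 1 h preincubation, 2 h reaction | replicates = singlicate compound testing | evaluation = % activation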
Efflux pump inh – antifungal efflux pump inhibition, Nile Red retention; S. cerevisiae Candida pump triplex; 330,000 tested, 0.44% active; inhibition, % at 10 µM;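 active = plate passing quality check with inhibition over a set limit, or well fluorescence over plate mean plus 4 SD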;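 note: Nile Red retained in pooled yeast measured as flow cytometry median fluorescence; 0% = buffer negative control and 100% = Enniatin B positive control; higher means more Nile Red kept so more efflux inhibition; some compounds called inactive have numbers as strong as hits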
procasp3 activ – procaspase-3 (human) activation; P42574; recombinant procaspase-3 D3A, Ac-DEVD-pNA absorbance 405 nm; activation, % at 8.5 µM; 330,000 tested, 0.11% active; AID 463141;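 active = activation above the mean of all tested compounds plus 3 SD, cut at about 21% in these data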;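 note: 0% = DMSO alone and 100% = DMSO wells spiked with extra 5 µM PC-3 D3A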
Target sequence (P42574 whole entry D9A/D28A/D175A): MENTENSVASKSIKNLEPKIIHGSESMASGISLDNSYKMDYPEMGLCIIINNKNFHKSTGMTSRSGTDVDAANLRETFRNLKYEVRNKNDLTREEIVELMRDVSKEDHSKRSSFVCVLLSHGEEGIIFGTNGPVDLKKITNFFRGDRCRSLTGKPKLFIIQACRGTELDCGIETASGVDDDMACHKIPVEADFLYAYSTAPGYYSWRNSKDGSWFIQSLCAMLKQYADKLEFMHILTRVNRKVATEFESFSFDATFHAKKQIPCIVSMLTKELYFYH
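Assay system: Autoprocessing-dead procaspase-3 D3A mutant enzyme; also added: Ac-DEVD-pNA; doses: one concentration, 8.5 µM nominal, 0.8% DMSO; times: 1 h compound preincubation, 2 h substrate hydrolysis at 25 °C; technique: 405 nm absorbance of p-nitroaniline, reads at 0 and 120 min; measure: % activation between DMSO and enzyme-spiked controls; repeats: single replicate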
PP5 primary – inhibitors of human protein phosphatase 5 (PP5) | 320,000 tested, 0.18% active | inhibition, % at 6.7 µM | P53041 | purified PP5c, OMFP substrate fluorescence;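 active = inhibition above the campaign's mean inhibition across all tested compounds plus 3 SD, cut at about 9.5% in these data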;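 note: 0% = DMSO only and 100% = 100 µM cantharidin control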
JMJD2C inh – blocks human GASC-1 demethylase activity; GST-JMJD2C(1-420) H3K9me3 demethylation, DELFIA europium; inhibition, % at 2.35 µM; 330,000 tested, 0.069% active; AID 2099;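 active = more than half of a compound's replicate wells show inhibition beyond 50%, single wells judged on their own value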;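 note: signal counts dimethyl H3K9 product captured on neutravidin plate; 0% = median of DMSO wells and 100% = 0.3 times that DMSO median; strong numbers were not always called active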
Target sequence (Q9H3R0 1-420 limits assumed): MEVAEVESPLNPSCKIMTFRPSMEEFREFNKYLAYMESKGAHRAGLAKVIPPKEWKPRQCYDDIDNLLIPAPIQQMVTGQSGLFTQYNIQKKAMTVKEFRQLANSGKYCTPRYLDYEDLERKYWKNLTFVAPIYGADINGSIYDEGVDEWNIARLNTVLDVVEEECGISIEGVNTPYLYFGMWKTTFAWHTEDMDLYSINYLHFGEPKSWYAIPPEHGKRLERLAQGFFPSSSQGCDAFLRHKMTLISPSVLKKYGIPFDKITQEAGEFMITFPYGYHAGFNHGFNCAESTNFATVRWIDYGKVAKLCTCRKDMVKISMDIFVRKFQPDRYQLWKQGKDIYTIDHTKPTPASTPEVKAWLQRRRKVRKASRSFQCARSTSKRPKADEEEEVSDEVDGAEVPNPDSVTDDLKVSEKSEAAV
Fh CTSL1 inh – blocks F. hepatica cathepsin L1 in PFM18AAP counter-screen | recombinant F. hepatica cathepsin L1, Z-Leu-Arg-MCA fluorescence | 300,000 tested, 0.49% active | inhibition, % at 5.96 µM;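 active = inhibition above the mean of all tested compounds plus 3 SD, set per screening campaign, cut at about 17% in these data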;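 note: 0% = plate median of test compound wells and 100% = 1 µM Z-Phe-Ala-diazomethylketone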
An asterisk follows results filed as active.

Cc1nn(C(C)C(=O)NCc2cccs2)c(=O)c2nn(-c3ccccc3)c(C)c12 (configuration not stated) was read as HCV core dimer 8, PP1 counter 4, TPT1 inhibitor -3, proCasp7 act 6, Efflux pump inh -0.5, procasp3 activ -2, PP5 primary -0.7, JMJD2C inh 2 and Fh CTSL1 inh 1.
`CCOc1ccc(NC(=O)CCC(=O)c2ccc(F)cc2)cc1` gave HCV core dimer 2, PP1 counter -5, TPT1 inhibitor -6, proCasp7 act 5, Efflux pump inh 0.0, procasp3 activ 3, PP5 primary 2.4, JMJD2C inh 1 and Fh CTSL1 inh -3.
Cc1ccc(OCCN(C)C(=O)c2cc(COc3ccc(F)cc3F)on2)cc1 was read as HCV core dimer 4, PP1 counter 2, TPT1 inhibitor -4, proCasp7 act 1, Efflux pump inh 0.0, procasp3 activ 0, PP5 primary 3.5, JMJD2C inh -8 and Fh CTSL1 inh 3.
`COc1ccc(OC)c(-n2nnnc2SCC(=O)O)c1` gave HCV core dimer 2, PP1 counter -1, TPT1 inhibitor 1, proCasp7 act 1, Efflux pump inh -0.1, procasp3 activ 4, PP5 primary 0.4, JMJD2C inh 4 and Fh CTSL1 inh 1.
For O=S(=O)(NCC1CCCO1)c1ccc(NS(=O)(=O)c2ccc(F)cc2)cc1 (configuration not stated) the results were HCV core dimer -4, PP1 counter -4, TPT1 inhibitor 1, proCasp7 act 13, Efflux pump inh -0.1, procasp3 activ 2, PP5 primary -8.1, JMJD2C inh 19 and Fh CTSL1 inh 4.
Screening O=C(CSc1nc(Nc2ccccc2)nc(N2CCOCC2)n1)Nc1ccc2c(c1)OCCO2 returned HCV core dimer 6, PP1 counter -4, TPT1 inhibitor 0, proCasp7 act 3, Efflux pump inh 0.1, procasp3 activ 4, PP5 primary 1.9, JMJD2C inh -12 and Fh CTSL1 inh -3.
COc1cccc(NC(=O)CCN2C(=O)C3CC=CCC3C2=O)c1 (configuration not stated) was read as HCV core dimer -1, PP1 counter -3, TPT1 inhibitor -3, proCasp7 act 1, Efflux pump inh -0.1, procasp3 activ -1, PP5 primary 0.4, JMJD2C inh 39 and Fh CTSL1 inh -1.
COc1ccc(OC)c(NC(=O)CC2C(=O)NCCN2C(=O)Nc2cccc(Cl)c2)c1 (configuration not stated) was read as HCV core dimer -2, PP1 counter 4, TPT1 inhibitor 1, proCasp7 act 2, Efflux pump inh -0.1, procasp3 activ -7, PP5 primary 4.5, JMJD2C inh 3 and Fh CTSL1 inh 2.
CC[C@@H](C)[C@H](NC(=O)C1CCN(C(=O)[C@@H](NS(=O)(=O)c2ccc(C)cc2)C(C)C)CC1)C(=O)O was read as HCV core dimer 2, PP1 counter -4, TPT1 inhibitor 1, proCasp7 act 16, Efflux pump inh 0.0, procasp3 activ 0, PP5 primary 1.2, JMJD2C inh 1 and Fh CTSL1 inh -4.
Screening O=C(CCCn1c(=O)[nH]c2ccsc2c1=O)NCc1cccs1 returned HCV core dimer -3, PP1 counter -4, TPT1 inhibitor 2, proCasp7 act -8, Efflux pump inh 0.1, procasp3 activ 3, PP5 primary 0.5, JMJD2C inh 12 and Fh CTSL1 inh -1.
`Fc1ccc(NC(=S)N2CCN(C/C=C/c3ccccc3)CC2)c(F)c1` gave HCV core dimer 1, PP1 counter -3, TPT1 inhibitor 1, proCasp7 act 7, Efflux pump inh 0.2, procasp3 activ -2, PP5 primary 3.0, JMJD2C inh 11 and Fh CTSL1 inh 9.
Cc1ccc(-n2nc3ccc(N)cc3n2)c(C)c1 was read as HCV core dimer 10, PP1 counter 1, TPT1 inhibitor 1, proCasp7 act -11, Efflux pump inh 0.0, procasp3 activ -23, PP5 primary -0.4, JMJD2C inh -1 and Fh CTSL1 inh 3.
CCOc1ccc(S(=O)(=O)NCCC(=O)N2CCC(Cc3ccccc3)CC2)cc1 was read as HCV core dimer 15, PP1 counter 0, TPT1 inhibitor -1, proCasp7 act -1, Efflux pump inh -0.1, procasp3 activ -8, PP5 primary 1.8, JMJD2C inh 3 and Fh CTSL1 inh 0.
Screening COC(=O)C(C(=O)OC)=C(/C=C/C=C/N(C)C)N(C)C returned HCV core dimer -4, PP1 counter -1, TPT1 inhibitor -4, proCasp7 act -1, Efflux pump inh 0.0, procasp3 activ 5, PP5 primary 2.3, JMJD2C inh inactive and Fh CTSL1 inh 1.
`O=C1CC(c2ccc(F)cc2)C2=C(CCCC2=O)N1` (configuration not stated) gave HCV core dimer 5, PP1 counter -5, TPT1 inhibitor -2, proCasp7 act 2, Efflux pump inh -0.1, procasp3 activ 3, PP5 primary 3.3, JMJD2C inh 0 and Fh CTSL1 inh -3.
For O=S(=O)(c1ccccc1)N1CCC(O)(CSc2ccc(F)cc2)CC1 the results were HCV core dimer 0, PP1 counter 2, TPT1 inhibitor -1, proCasp7 act -2, Efflux pump inh -0.1, procasp3 activ -6, PP5 primary 3.0, JMJD2C inh 12 and Fh CTSL1 inh -5.
Cc1[nH]n(-c2ccccc2)c(=O)c1C(=O)c1ccccc1 was read as HCV core dimer 4, PP1 counter -5, TPT1 inhibitor -1, proCasp7 act -2, Efflux pump inh -0.1, procasp3 activ 6, PP5 primary -1.5, JMJD2C inh 9 and Fh CTSL1 inh -4.
Screening CN(C(=O)COC(=O)c1ccc([N+](=O)[O-])cc1Cl)C1CCCCC1 returned HCV core dimer 0, PP1 counter -2, TPT1 inhibitor -3, proCasp7 act 5, Efflux pump inh -0.1, procasp3 activ -8, PP5 primary 1.1, JMJD2C inh 18 and Fh CTSL1 inh -2.
For CC(C)=CC(=O)N1CCCc2ccccc21 the results were HCV core dimer 2, PP1 counter 7, TPT1 inhibitor -1, proCasp7 act 6, Efflux pump inh 0.2, procasp3 activ -10, PP5 primary 9.7*, JMJD2C inh -3 and Fh CTSL1 inh -2.
CCn1c(O)c(N=NC(=O)CNC(=O)Cc2ccccc2)c2ccccc21 was read as HCV core dimer -6, PP1 counter 3, TPT1 inhibitor -1, proCasp7 act 0, Efflux pump inh 1.1, procasp3 activ 0, PP5 primary 3.4, JMJD2C inh 4 and Fh CTSL1 inh 7.
For C/C(=N/NS(=O)(=O)c1ccccc1)c1ccc(NC(=O)C2CC2)cc1 the results were HCV core dimer -5, PP1 counter -3, TPT1 inhibitor -2, proCasp7 act -7, Efflux pump inh 0.3, procasp3 activ -2, PP5 primary -0.9, JMJD2C inh -6 and Fh CTSL1 inh -5.
O=C(Oc1ccc2c(c1)OCO2)c1cc2c(s1)CCC2 was read as HCV core dimer 87*, PP1 counter 12, TPT1 inhibitor 5, proCasp7 act 2, Efflux pump inh -0.1, procasp3 activ -1, PP5 primary 1.5, JMJD2C inh 2 and Fh CTSL1 inh -2.
`CC1=CC(C)(C)NC(=S)N1c1ccc(C)cc1C` gave HCV core dimer -1, PP1 counter -3, TPT1 inhibitor 3, proCasp7 act 4, Efflux pump inh 0.3, procasp3 activ -2, PP5 primary 0.5, JMJD2C inh -1 and Fh CTSL1 inh -5.
`C/C(=N\NC(=O)c1ccc([N+](=O)[O-])cc1)c1c(O)cc(C)oc1=O` gave HCV core dimer 2, PP1 counter -1, TPT1 inhibitor -3, proCasp7 act 4, Efflux pump inh -0.1, procasp3 activ 0, PP5 primary 0.2, JMJD2C inh 10 and Fh CTSL1 inh 3.
Screening CC(C)Oc1cccc(C(=O)N2CCCC2)c1 returned HCV core dimer -5, PP1 counter -1, TPT1 inhibitor 1, proCasp7 act 8, Efflux pump inh -0.1, procasp3 activ 2, PP5 primary 0.7, JMJD2C inh 5 and Fh CTSL1 inh 1.
Screening COc1ccccc1OCC(=O)Nn1c(=S)[nH]c2ncccc2c1=O returned HCV core dimer 4, PP1 counter 1, TPT1 inhibitor -3, proCasp7 act -9, Efflux pump inh -0.1, procasp3 activ 12, PP5 primary 0.9, JMJD2C inh -1 and Fh CTSL1 inh -4.
O=C(CSc1nnc(-c2ccccc2O)n1-c1ccccc1)Nc1cccc(C(=O)O)c1 was read as HCV core dimer 4, PP1 counter -2, TPT1 inhibitor -4, proCasp7 act 7, Efflux pump inh -0.2, procasp3 activ 7, PP5 primary -1.3, JMJD2C inh -3 and Fh CTSL1 inh 2.
COc1ccc(C(C)=O)cc1COC(=O)c1ccc(N)c([N+](=O)[O-])c1 was read as HCV core dimer -4, PP1 counter -1, TPT1 inhibitor 0, proCasp7 act 3, Efflux pump inh -0.1, procasp3 activ 5, PP5 primary 0.3, JMJD2C inh 4 and Fh CTSL1 inh 0.
For CCCCCCCCCCSc1n[nH]c(N)n1 the results were HCV core dimer 0, PP1 counter 0, TPT1 inhibitor -3, proCasp7 act 0, Efflux pump inh -0.1, procasp3 activ 4, PP5 primary 5.2, JMJD2C inh -3 and Fh CTSL1 inh -1.
`CC(Oc1ccccc1)C(=O)N1CCN(c2ccc(N3CCCCC3)nn2)CC1` (configuration not stated) gave HCV core dimer -2, PP1 counter 0, TPT1 inhibitor -2, proCasp7 act 0, Efflux pump inh -0.1, procasp3 activ 10, PP5 primary 3.0, JMJD2C inh 3 and Fh CTSL1 inh 12.
O=C(Nc1ccccc1N1CCOCC1)c1cccnc1Cl was read as HCV core dimer 0, PP1 counter -3, TPT1 inhibitor 0, proCasp7 act -2, Efflux pump inh 0.3, procasp3 activ 7, PP5 primary -1.1, JMJD2C inh -6 and Fh CTSL1 inh -1.
O=C(c1ccc([N+](=O)[O-])cc1)N1CCSC1c1ccc(Cl)cc1 (configuration not stated) was read as HCV core dimer -3, PP1 counter 0, TPT1 inhibitor 2, proCasp7 act 2, Efflux pump inh -0.1, procasp3 activ 7, PP5 primary 3.0, JMJD2C inh 3 and Fh CTSL1 inh 1.
O=C(Nc1ccc2c(c1)OCCO2)C1CCCN1C(=O)Nc1ccccc1 (configuration not stated) was read as HCV core dimer 1, PP1 counter -4, TPT1 inhibitor -2, proCasp7 act 11, Efflux pump inh 0.1, procasp3 activ 2, PP5 primary -0.7, JMJD2C inh -7 and Fh CTSL1 inh 0.
Screening O=C(CSCC(=O)Nc1ccccc1)N/N=C/c1c(O)ccc2ccccc12 returned HCV core dimer -4, PP1 counter 4, TPT1 inhibitor 5, proCasp7 act -40, Efflux pump inh 0.1, procasp3 activ -26, PP5 primary 6.3, JMJD2C inh 6 and Fh CTSL1 inh 2.
CC(=O)c1cc2c(cc1N/C(=N/S(=O)(=O)c1ccc(C)cc1)c1ccc(Cl)cc1)OCO2 was read as HCV core dimer 1, PP1 counter -1, TPT1 inhibitor 0, proCasp7 act -8, Efflux pump inh 0.1, procasp3 activ -5, PP5 primary 1.6, JMJD2C inh 8 and Fh CTSL1 inh -2.

Not a hit list (roughly 2.9% active in at least one column).
